# High-throughput results as filed in PubChem BioAssay.
# CHOP inh = CHOP inhibition in unfolded protein response; inhibition, % at 10 µM; CHO-K1 CHOP-promoter luciferase, tunicamycin-induced, 15-18 h; 220,000 tested, 3.8% active;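 active = compounds that reduced the stress-induced luciferase reporter signal by more than about 70% of percent inhibition, limit read from the data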;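 also: 0% = tunicamycin plus vehicle and 100% = wells without tunicamycin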
# NPY-Y2 PAM-ag = potentiators or agonists of human neuropeptide Y receptor Y2 | P49146 | cells expressing NPY-Y2, potentiator/agonist read-out | activation, % at 3.6 µM | 220,000 tested, 0.45% active | AID 1359; in the data active = activation above about 27%;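 also: cells stimulated with NPY near EC25 plus isoproterenol at EC100; 0% = vehicle plus submaximal agonist and 100% = vehicle plus saturating agonist; some results beyond the cut were filed as inactive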
# Ba/F3 V617F tox = lowers viability of Ba/F3 cells expressing EpoR and JAK2V617F; ATP luminescence; inhibition, % at 5.6 µM; 220,000 tested, 1.1% active;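 active = inhibition above the campaign mean plus 3 SD over all tested compounds, cut at about 24% in these data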;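 also: cytokine-independent growth of Ba/F3 cells driven by EpoR plus mutant JAK2; 0% = DMSO-treated cells and 100% = JAK inhibitor I control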
# NPY Y1 blocker = antagonists of human neuropeptide Y receptor Y1; P25929; HEK293-CNG Y1 cells, membrane potential fluorescence; NPY at EC95, then isoproterenol; inhibition, % at 3.6 µM; 200,000 tested, 1% active; AID 1040;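 active = inhibition above the campaign mean inhibition of all tested compounds plus 3 SD, cut at about 20% in these data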;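 also: 0% = DMSO wells given NPY plus isoproterenol and 100% = isoproterenol alone without NPY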
# Target sequence (P25929 whole entry, looked up): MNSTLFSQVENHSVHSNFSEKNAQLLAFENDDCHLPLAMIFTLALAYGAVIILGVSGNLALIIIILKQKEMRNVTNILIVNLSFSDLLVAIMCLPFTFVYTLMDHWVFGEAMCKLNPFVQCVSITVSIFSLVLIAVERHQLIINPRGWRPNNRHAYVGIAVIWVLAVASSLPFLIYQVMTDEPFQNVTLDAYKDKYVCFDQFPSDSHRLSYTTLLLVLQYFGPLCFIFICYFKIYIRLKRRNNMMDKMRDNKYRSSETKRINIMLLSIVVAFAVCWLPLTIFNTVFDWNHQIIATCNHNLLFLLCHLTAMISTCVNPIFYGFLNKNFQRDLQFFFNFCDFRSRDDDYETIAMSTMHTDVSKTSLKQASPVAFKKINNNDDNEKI
#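 Assay system: HEK293 Y1/CNG channel cell line; Doses: single compound dose of 3.6 µM, 0.4% DMSO; Timing: dye 3 h, compound 60 min room temperature, stimulation 45 min; Technique: Membrane-potential fluorescent dye readout; Measure: % inhibition of NPY effect.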
# NPY-Y1 PAM-ag = potentiates or activates human NPY-Y1 receptor | P25929 | activation, % at 3.6 µM | NPY-Y1 expressing cells, potentiator/agonist activation | 220,000 tested, 0.37% active; in the data active = activation above about 33%, passing the limit was not always enough;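 also: cells stimulated with NPY at EC10 then isoproterenol at EC100; 0% = low agonist plus stimulus and 100% = saturating agonist plus stimulus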
# p47phox inh = p47phox (human) inhibition; AID 1274; p47phox/p22phox peptide binding, fluorescence polarization, 2 h; 220,000 tested, 0.53% active; inhibition, % at 24.7 µM; P14598;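 active = inhibition above about 30%, limit read from the data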;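 also: 0% = p47phox with labelled peptide and 100% = labelled peptide alone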
# BaF3 parental = parental Ba/F3 viability inhibition as JAK2V617F counter-screen | CellTiter-Glo ATP luminescence | inhibition, % at 5.6 µM | 220,000 tested, 1.1% active | AID 1486;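 active = inhibition above a per-campaign cutoff, the mean inhibition of all tested compounds plus 3 SD, cut at about 27% in these data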;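 also: 0% = DMSO wells and 100% = JAK Inhibitor I control wells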
# S1P4 agonist = activates the human S1P4 receptor; O95977; S1P4-expressing cell line, agonist reporter assay; activation, % at 4.98 µM; 220,000 tested, 0.35% active; AID 1509; in the data active = activation above about 11%;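 also: 0% = DMSO vehicle and 100% = reference agonist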
# Target sequence (O95977 whole entry, looked up): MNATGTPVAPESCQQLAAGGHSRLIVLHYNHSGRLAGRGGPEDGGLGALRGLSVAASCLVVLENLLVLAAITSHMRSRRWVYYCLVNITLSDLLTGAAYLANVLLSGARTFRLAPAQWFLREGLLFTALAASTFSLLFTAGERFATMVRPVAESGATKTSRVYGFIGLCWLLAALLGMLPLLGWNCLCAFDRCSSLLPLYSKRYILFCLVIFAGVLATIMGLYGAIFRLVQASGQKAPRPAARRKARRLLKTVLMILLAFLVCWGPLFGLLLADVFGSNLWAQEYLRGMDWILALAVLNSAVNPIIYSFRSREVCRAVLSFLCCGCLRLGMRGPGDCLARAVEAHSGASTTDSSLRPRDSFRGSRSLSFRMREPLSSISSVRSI
# S1P4 antagonist = blocks the human S1P4 receptor | O95977 | S1P4-expressing cells, antagonist mode, reporter read-out | inhibition, % at 4.98 µM | 220,000 tested, 0.26% active; in the data active = inhibition above about 29%;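 also: 0% = wells stimulated with agonist and 100% = vehicle wells without agonist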
# * hit, by the source's call; · = no result given.
SMILES,CHOP inh,NPY-Y2 PAM-ag,Ba/F3 V617F tox,NPY Y1 blocker,NPY-Y1 PAM-ag,p47phox inh,BaF3 parental,S1P4 agonist,S1P4 antagonist
O=C(O)CCCNS(=O)(=O)c1ccc(NCc2ccccc2)c(C(=O)O)c1,-10,6,-1,-2,-11,4,4,-0.1,-1
Cc1cc(C)c(C#N)c(SCC2COc3ccccc3O2)n1 (stereo not given),50,-25,4,12,-48,-17,10,1.6,-10
Nc1c2c(nc3ccc(Br)cc13)N(Cc1ccccc1)CC2,21,-7,3,-5,3,22,7,1.0,1
CC(=O)c1cnc2cc(-c3ccc(Cl)cc3)nn2c1C,-5,4,-1,-2,1,-45,3,-0.9,-8
Cc1nc(SCC(=O)N2CCN(c3ccccc3)CC2)c2oc3ccccc3c2n1,60,-6,-1,11,-30,-11,7,0.4,-5
O=C(COc1ccccc1[N+](=O)[O-])NC1CC1,6,-4,3,0,14,-14,8,0.7,-8
NC(=O)c1ccccc1NC(=O)CCCN1C(=O)CCC1=O,13,2,-4,-2,-12,-7,2,-4.1,-18
CCOc1cccc2cc(-c3cn4cc(C)ccc4n3)c(=O)oc12,83*,6,3,-1,-13,7,9,3.3,2
Cn1c(=O)c2c(ncn2CC(O)CO)n(C)c1=O (stereo not given),10,2,2,0,12,4,3,2.5,-6
O=C(OCc1c(Cl)nc2sccn12)c1cc2c(s1)CCCC2,0,1,-3,2,-6,16,4,1.5,-2

# With a hit mark in CHOP inh, of those listed so far:
SMILES | CHOP inh | NPY-Y2 PAM-ag | NPY Y1 blocker | NPY-Y1 PAM-ag | p47phox inh | S1P4 agonist | S1P4 antagonist
CCOc1cccc2cc(-c3cn4cc(C)ccc4n3)c(=O)oc12 | 83* | 6 | -1 | -13 | 7 | 3.3 | 2

# Continued:
SMILES,CHOP inh,NPY-Y2 PAM-ag,Ba/F3 V617F tox,NPY Y1 blocker,NPY-Y1 PAM-ag,p47phox inh,BaF3 parental,S1P4 agonist,S1P4 antagonist
Cc1cc(=O)oc2cc(NC(=O)CCC(=O)O)ccc12,15,-6,-3,-2,-23,0,-1,-0.5,-23
CCCNCc1cc(Br)ccc1OCC(=O)NCCc1ccccc1,-5,-6,6,12,-20,-15,17,-0.2,-18
C1=C(c2ccccc2)Nc2nnnn2C1,-6,-1,0,2,-17,-9,0,0.1,-13
COC(=O)/C=C1\NCCSC1=O,2,6,3,1,7,-13,9,0.3,1
Cc1cccc(-c2nc3ccccc3c(=O)n2NC(=O)/C=C/c2ccc([N+](=O)[O-])cc2)c1,65,-20,-2,80*,-90,-4,5,0.8,14
CCCn1c(N)c(N2CCCCC2)c(=O)n(CC(=O)Nc2ccc(OC(F)(F)F)cc2)c1=O,-23,-3,0,-1,-2,-7,0,1.2,-4
C#CCSc1ncc(S(=O)(=O)c2ccccc2)c(=O)[nH]1,15,-5,-1,4,2,-4,5,0.7,-9
Cc1ccc(-c2c(C#N)c(N)nc3c2CCCC3)s1,35,-1,1,0,5,-1,3,0.6,-9
CC(=O)CC(=O)NC(=NC1CCCCC1)Nc1nc(C)cc(C)n1,16,-14,7,10,-13,-14,4,3.9,-8
COc1ccc(C2C(C(=O)OCC(=O)Nc3ccc(C)cc3)CCC(=O)N2c2ccc(OC)cc2)cc1 (stereo not given),-23,-5,-5,-1,-10,-2,-2,-0.8,-1

# Sorted by SMILES length (ascending): 7 of the compounds above
SMILES,CHOP inh,NPY-Y2 PAM-ag,Ba/F3 V617F tox,NPY Y1 blocker,NPY-Y1 PAM-ag,p47phox inh,BaF3 parental,S1P4 agonist,S1P4 antagonist
Cc1ccc(-c2c(C#N)c(N)nc3c2CCCC3)s1,35,-1,1,0,5,-1,3,0.6,-9
Cc1cc(=O)oc2cc(NC(=O)CCC(=O)O)ccc12,15,-6,-3,-2,-23,0,-1,-0.5,-23
C#CCSc1ncc(S(=O)(=O)c2ccccc2)c(=O)[nH]1,15,-5,-1,4,2,-4,5,0.7,-9
CC(=O)CC(=O)NC(=NC1CCCCC1)Nc1nc(C)cc(C)n1,16,-14,7,10,-13,-14,4,3.9,-8
CCCn1c(N)c(N2CCCCC2)c(=O)n(CC(=O)Nc2ccc(OC(F)(F)F)cc2)c1=O,-23,-3,0,-1,-2,-7,0,1.2,-4
COc1ccc(C2C(C(=O)OCC(=O)Nc3ccc(C)cc3)CCC(=O)N2c2ccc(OC)cc2)cc1 (stereo not given),-23,-5,-5,-1,-10,-2,-2,-0.8,-1
Cc1cccc(-c2nc3ccccc3c(=O)n2NC(=O)/C=C/c2ccc([N+](=O)[O-])cc2)c1,65,-20,-2,80*,-90,-4,5,0.8,14

# Next part:
SMILES,CHOP inh,NPY-Y2 PAM-ag,Ba/F3 V617F tox,NPY Y1 blocker,NPY-Y1 PAM-ag,p47phox inh,BaF3 parental,S1P4 agonist,S1P4 antagonist
COc1ccccc1CNC(=O)/C=C/c1ccc(Br)o1,-15,-7,2,2,-4,-6,4,-1.6,4
CCOc1ccc(NC(=O)Cc2c(O)c3ccccc3[nH]c2=O)cc1,7,0,0,-1,2,-2,0,0.7,-22
O=C(COC(=O)CCC(=O)c1ccc(F)cc1)Nc1cccc(S(=O)(=O)N2CCOCC2)c1,-13,-14,-2,-1,-13,-6,1,-0.7,-14
Cn1nnnc1SCc1ccc([N+](=O)[O-])cc1,-27,6,-2,0,-35,-12,6,1.3,-13
CN(C1CCCCC1)S(=O)(=O)c1ccc(C(=O)N2CCN(c3nc4ccccc4s3)CC2)cc1,43,-5,1,5,0,5,5,-0.6,-6
CCCC[n+]1ccc(-c2nc3ccc([N+](=O)[O-])cc3[nH]2)cc1,-8,17,-3,5,19,5,4,-0.1,-14
OC(C#CCCN1CCCCC1)(c1ccccc1)c1ccccc1,21,-7,2,·,6,-3,1,1.0,4
O=C(Nc1ccc2[nH]c(=S)sc2c1)c1ccccc1,-13,1,4,6,6,-1,11,1.9,-12
CCCn1nnnc1SCC(=O)c1ccc2c(c1)OCCO2,85*,-20,-3,-1,-36,-2,1,-0.8,-23
COc1ccc(Cl)cc1NC(=O)CN(C)C(C)C(=O)NCC1CCCCC1 (stereo not given),36,-12,0,3,-15,1,4,-0.1,-23
Cc1cccc(/C=N/NC(=O)CN2CCCCCCC2)c1,-1,-12,0,1,-10,-15,4,0.8,-2
CC1CC(CC(=O)NNc2nc(-c3ccccc3)cs2)C(=O)O1 (stereo not given),-7,-6,-3,-1,2,-2,1,1.7,-9
N#CC1=C(N)n2c(s/c(=C\c3ccco3)c2=O)=C(C#N)C1c1ccco1 (stereo not given),1,-9,-2,1,2,-39,0,0.5,-4
N#Cc1c(N)nc(N)nc1Nc1ccc(Br)cc1,47,-3,0,·,5,-2,5,1.3,12
O=C(CN1CCN(Cc2ccccc2Cl)C1=O)NC1CCCCCC1,-4,-7,-4,-2,-2,-22,2,1.2,14
O=C(Nc1ccncc1)Nc1ccccn1,-1,-13,2,-2,3,-1,6,2.3,11
COCCCNC(CC(=O)Nc1ccc(OC)cc1OC)C(=O)O (stereo not given),11,1,-1,6,2,5,6,1.5,-8
Cc1ccc(C(=O)COC(=O)C2C3C=CC(C3)C2C(=O)OCC(=O)c2ccc(C)c(C)c2)cc1C (stereo not given),11,5,-3,1,-14,-8,2,-1.1,-6
O=C1/C(=C\c2ccc(O)cc2)SC(=S)N1c1cccnc1,78*,10,-4,-3,30,-1,-5,-0.4,6
CC(C)Oc1ccc(C(=O)N(Cc2ccco2)C2CCS(=O)(=O)C2)cc1 (stereo not given),-14,-4,-3,-2,5,5,0,-1.3,-19
Nc1ccccc1-c1n[nH]c(=S)s1,-11,-10,-3,10,-20,-1,-2,0.7,-7
CC(=O)NC1(C(F)(F)F)C(=O)Nc2c1c(=O)[nH]c(=O)n2-c1ccccc1 (stereo not given),2,-4,0,·,-15,3,-3,0.9,1
CCOC(=O)c1c(C)n(-c2ccc(C)cc2)c2ccc(O)c(CN(C)C)c12,-6,-14,14,51*,-43,-9,11,-0.3,-11
COc1ccc(N2C(=O)CC(Sc3n[nH]c(-c4ccc(C)cc4)n3)C2=O)cc1 (stereo not given),-14,-15,0,-2,0,1,11,1.4,2
COC(=O)Cc1[nH]nc2c1C1(C(=O)N(Cc3ccccc3)c3ccccc31)C(C#N)=C(N)O2 (stereo not given),29,5,-5,5,12,-2,3,1.3,2
N#C/C(=C\C=C\c1ccccc1)c1nc(-c2ccc(Cl)cc2)cs1,14,-9,-4,·,-28,-22,0,-0.4,-1
Cn1c(Oc2ccc3c(c2)OCO3)nc2c1c(=O)n(Cc1ccccc1)c(=O)n2C,41,5,1,-1,22,-1,7,1.0,-3
Cc1ccc(S(=O)(=O)NN2C(=O)/C(=C/c3cccn3C)SC2=S)cc1,16,-26,4,28*,-42,-89,4,2.1,-16
COc1ccc(N(CC(=O)O)S(=O)(=O)c2ccc(C)cc2)cc1Cl,9,-6,-6,6,-3,-3,2,1.6,-13
CN(Cc1ccccc1NC(=O)c1ccc(S(=O)(=O)N(C)C)cc1)C1CCCCC1,1,-1,2,7,-6,0,6,0.3,-20

# Single records, as listed above.
# Cc1ccc(S(=O)(=O)NN2C(=O)/C(=C/c3cccn3C)SC2=S)cc1 as listed: CHOP inh: 16; NPY-Y2 PAM-ag: -26; Ba/F3 V617F tox: 4; NPY Y1 blocker: 28*; NPY-Y1 PAM-ag: -42; p47phox inh: -89; BaF3 parental: 4; S1P4 agonist: 2.1; S1P4 antagonist: -16
# COc1ccc(N2C(=O)CC(Sc3n[nH]c(-c4ccc(C)cc4)n3)C2=O)cc1 (stereo not given) as listed: CHOP inh: -14; NPY-Y2 PAM-ag: -15; Ba/F3 V617F tox: 0; NPY Y1 blocker: -2; NPY-Y1 PAM-ag: 0; p47phox inh: 1; BaF3 parental: 11; S1P4 agonist: 1.4; S1P4 antagonist: 2

# New compounds follow:
SMILES,CHOP inh,NPY-Y2 PAM-ag,Ba/F3 V617F tox,NPY Y1 blocker,NPY-Y1 PAM-ag,p47phox inh,BaF3 parental,S1P4 agonist,S1P4 antagonist
O=c1[nH]c(/C=C/c2ccc(OC(F)F)cc2)nc2c1cnn2-c1ccccc1,-3,-9,-1,1,-9,-4,6,0.3,-16
O=C(N/N=C/c1ccccc1OCc1ccccc1)c1cccnc1,-2,0,1,0,-15,-14,6,-1.3,-22
O=C(CN1CCC(n2nnc3cc(F)ccc32)CC1)NCCc1nc2ccccc2[nH]1,-17,2,-1,7,1,-5,3,0.9,-14
CCOC(=O)c1c([N+](=O)[O-])c(C)[nH]c(=O)c1C#N,-9,-2,3,·,5,2,2,-0.4,-15
CCCCn1nc2cc(C(=O)NCC34CC5CC(CC(C5)C3)C4)ccc2c1OC,70,-15,-1,-2,0,9,4,2.6,6
Cc1ccc(NC(=O)COC(=O)c2ccc3c(c2)OCO3)c(C)c1,10,2,-1,·,-18,-16,2,0.7,5
COc1cccc(NC(=O)c2cccc(C)c2[N+](=O)[O-])c1,2,-2,0,0,0,-7,3,-1.6,14
N=c1n(CC(=O)O)c2ccccc2n1Cc1ccccc1Cl,12,-5,-2,3,2,-75,0,-0.6,0
O=C(CN1C(=O)c2cccc3cccc1c23)Nc1ccc(S(=O)(=O)Nc2nccs2)cc1,9,1,5,0,13,-35,6,-0.2,-6
Cc1c(C(=O)NCC2CCCO2)sc2nc(-c3ccc(F)cc3)cn12 (stereo not given),-3,-3,10,-2,-10,-5,13,-0.4,-6
CN1CCN(C(=O)/C(=C\c2cccc([N+](=O)[O-])c2)NC(=O)c2cccs2)CC1,26,-9,-3,-3,0,5,4,0.9,-12
Cc1cc(C)cc(NC(=O)N2CCC(NC(=O)c3ccc(F)cc3)CC2)c1,28,15,-3,-6,-35,-11,4,0.9,-23
O=C(COC(=O)c1ccc(NS(=O)(=O)c2cccs2)cc1O)NC1CCCCC1,12,0,-1,·,15,-2,-3,0.6,-9
